Assay outcomes (PubChem)
AI-2 QS modul = modulators of Vibrio harveyi AI-2 quorum sensing system | 0.4% of 300,000 active | Vibrio harveyi JMH597 AI-2 luminescence/OD600 ratio, 9 h; active compounds read low; strain lacks LuxN and CqsS sensors; 0 = neutral-control median | activity change, % at 7.5 µM | AID 2094; in the data active means activity change below about -75%, passing the limit was not always enough;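 further: luminescence divided by OD600 gain over 9 h not by final OD600 alone; inactives centre near 13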
HSF1 activator = increases HSF-1 driven luciferase reporter signal | activation, % at 9 µM | NIH3T3-HGL HSF-1 luciferase reporter, MG132, 8 h; 100% = twice DMSO control signal | AID 504408 | 1.7% of 300,000 active;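 active means mean replicate activation of at least 50% with a set share of replicates each reaching 50%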;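 further: 0% = median of the neutral control wells and 100% = twice that signal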
IEC-6 tox = kills IEC-6 intestinal cells in KLF5 counter-screen; IEC-6 cytotoxicity, luminescence viability; inhibition, % at 5 µM; 0.78% of 290,000 active; in the data active means inhibition above about 22%;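 further: 0% = plate median of test compound wells and 100% = cytotoxic reference compound wells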
GSK3 alpha inh = inhibitors of human GSK-3 alpha kinase; ADP-Glo luminescence, 60 min; inhibition, % at 10 µM; 0.1% of 320,000 active; P49840;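 in the data active means inhibition above about 50%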;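 further: GST-tagged GSK-3 alpha with peptide substrate and 25 µM ATP; 0% = DMSO neutral wells and 100% = GW8510 positive control wells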
Target sequence (P49840 whole entry, looked up): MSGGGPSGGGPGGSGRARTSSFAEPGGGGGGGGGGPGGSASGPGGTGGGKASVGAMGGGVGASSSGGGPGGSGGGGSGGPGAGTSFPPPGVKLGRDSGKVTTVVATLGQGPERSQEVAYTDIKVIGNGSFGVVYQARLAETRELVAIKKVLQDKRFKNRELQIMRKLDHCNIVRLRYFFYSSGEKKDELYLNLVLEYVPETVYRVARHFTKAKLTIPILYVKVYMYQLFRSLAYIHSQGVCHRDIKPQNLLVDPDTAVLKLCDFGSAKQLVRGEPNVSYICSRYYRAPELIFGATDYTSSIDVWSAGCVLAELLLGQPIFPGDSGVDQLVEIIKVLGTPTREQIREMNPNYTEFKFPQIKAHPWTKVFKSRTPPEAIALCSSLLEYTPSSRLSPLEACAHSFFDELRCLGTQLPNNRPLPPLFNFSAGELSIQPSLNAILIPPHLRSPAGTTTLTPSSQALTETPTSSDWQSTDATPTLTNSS
KLF5 inh = suppresses KLF5 promoter-driven expression | DLD-1 KLF5 promoter-luciferase reporter, luminescence | inhibition, % at 5 µM | 0.23% of 290,000 active;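 active means inhibition above a per-plate limit of that plate's mean compound inhibition plus 3 SD, cut at about 60% in these data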;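 further: 0% = DMSO wells and 100% = LY294002 at 200 µM; higher means less KLF5 promoter-driven luciferase light; inactives centre near -14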
HSP90 inh = HSP90 refolding inhibition in rabbit reticulocyte lysate | 0.91% of 290,000 active | inhibition, % at 5.6 µM | luciferase refolding luminescence, 3 h;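 active means inhibition above the screen-wide mean plus 3 SD, computed separately per campaign, cut at about 16% in these data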;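 further: 0% = DMSO wells and 100% = 60 µM geldanamycin wells; inhibitors lower the luminescence because luciferase stays unfolded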
PolyA inh = yeast polyadenylation inhibition. S. cerevisiae SKY197-pL101 polyadenylation reporter, beta-gal luminescence; efflux-impaired pdr1/pdr3 knockout yeast; score 100 = 6 SD above DMSO. calls only at 12 µM. 0.02% of 300,000 active. AID 1875;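 active means lowest replicate activity score at least 50, where 100 means six control SD above control mean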;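 further: yeast exposed to compound for 9 h at 30 °C; higher score means more reporter readthrough which indicates perturbed polyadenylation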
HSF1 inhib = HSF1 inhibition; NIH3T3-HGL HSE-luciferase, MG132-induced, luminescence 8 h; active compounds read low; activity change, negative = inhibition, % at 7.5 µM (by protocol); 0.77% of 300,000 active; AID 2098;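 active means more than half of replicate wells show activity change below -50%, luminescence cut by over half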;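 further: luciferase reports HSF-1 transcriptional activity via heat shock element; 0% = median of DMSO wells and -100% = zero luminescence signal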
aSyn UTR inh = MLPCN primary screen, SNCA 5' untranslated region | alpha-synuclein 5'UTR reporter, inhibitor activity | inhibition, % (tested at 7.5 µM) | 0.82% of 300,000 active | AID 1813; in the data active means inhibition above about 60%;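 further: H4 neuroglioblastoma cells stably carrying SNCA 5'UTR luciferase fusion; 0% = DMSO wells and 100% = positive control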
GSK3B inh = blocks human GSK3beta kinase activity; AID 2097; GST-GSK3beta kinase, ADP-Glo luminescence, 60 min; active compounds read low; activity score (negative = inhibition), % at 10 µM; 0.038% of 300,000 active;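 active means more than half of replicate wells score below -50%, meaning over 50% inhibition versus plate controls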;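 further: 0% = median DMSO wells and -100% = median GW8510 positive control wells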
Target sequence (P49841 whole entry, looked up): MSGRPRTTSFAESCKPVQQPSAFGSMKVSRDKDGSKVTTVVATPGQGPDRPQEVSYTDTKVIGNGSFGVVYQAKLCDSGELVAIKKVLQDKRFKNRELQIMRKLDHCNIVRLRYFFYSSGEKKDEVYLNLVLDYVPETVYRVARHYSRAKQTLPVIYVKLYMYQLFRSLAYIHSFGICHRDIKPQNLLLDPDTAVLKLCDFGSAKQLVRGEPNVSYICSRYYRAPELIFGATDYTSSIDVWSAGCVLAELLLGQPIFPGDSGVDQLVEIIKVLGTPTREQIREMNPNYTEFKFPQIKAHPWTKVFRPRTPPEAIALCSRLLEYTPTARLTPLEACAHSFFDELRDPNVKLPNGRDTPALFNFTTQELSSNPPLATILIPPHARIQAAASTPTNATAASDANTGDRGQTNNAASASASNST
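Test system – GST-tagged human GSK3beta kinase, cell-free · Incubation – 60 min enzyme reaction, room temperature · Signal – ADP-Glo luminescence · Also added – peptide substrate and ATP at 25 µM · Controls – DMSO neutral wells and GW8510 at 20 µM as positive · Buffer or medium – Tris/MgCl2 kinase buffer · Measure – Luminescence-derived activity versus plate DMSO and GW8510 wells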
An asterisk follows results filed as active; i = inactive; / = no result given. The list is partial, so the mix of outcomes need not match the whole.

Start of the data: the first 3 compounds (preview)
SMILES	AI-2 QS modul	HSF1 activator	IEC-6 tox	GSK3 alpha inh	KLF5 inh	HSP90 inh	PolyA inh	HSF1 inhib	aSyn UTR inh	GSK3B inh
CCCOP(=O)(c1ccc(N(C)C)cc1)C(O)c1ccc(Cl)cc1Cl (stereo unspecified)	11	24	0	0	-1	1	i	7	4	-2
O=C(O)c1ccc2c(c1)C(c1ccccc1)OC2=O (stereo unspecified)	16	-4	-5	-2	-13	-2	i	6	-20	0
COc1cc(C(C2C(=O)CC(C)(C)CC2=O)C2C(=O)CC(C)(C)CC2=O)ccc1O	6	12	-12	-1	-13	-2	i	2	5	0

This part in full, from the start:
SMILES	AI-2 QS modul	HSF1 activator	IEC-6 tox	GSK3 alpha inh	KLF5 inh	HSP90 inh	PolyA inh	HSF1 inhib	aSyn UTR inh	GSK3B inh
CCCOP(=O)(c1ccc(N(C)C)cc1)C(O)c1ccc(Cl)cc1Cl (stereo unspecified)	11	24	0	0	-1	1	i	7	4	-2
O=C(O)c1ccc2c(c1)C(c1ccccc1)OC2=O (stereo unspecified)	16	-4	-5	-2	-13	-2	i	6	-20	0
COc1cc(C(C2C(=O)CC(C)(C)CC2=O)C2C(=O)CC(C)(C)CC2=O)ccc1O	6	12	-12	-1	-13	-2	i	2	5	0
O=C(CN1C(=O)CCC1=O)Nc1cccc2c1C(=O)NC2=O	39	7	-8	98*	20	21*	i	-8	-17	-80*
Cc1cc2sc3ccc(C#CC4(O)CCCCC4)cc3c(=O)c2cc1C	13	-93	/	0	/	/	i	-90*	102*	0
C=CCn1c(SCc2cc(C(C)=O)ccc2OCC)nc2ccccc2c1=O	41	-14	34*	3	65*	-1	i	-15	104*	2
O=C(CN1C(=O)S/C(=C\c2ccc(Cl)cc2)C1=O)NCCCn1ccnc1	70	40	-1	1	-20	5	i	20	4	-1
CC(C)CC1(C)NC(=O)N(CC(=O)NC(=O)Nc2ccc3c(c2)OCCO3)C1=O (stereo unspecified)	-39	-8	-1	4	-10	-4	i	-10	-55	0
Cc1csc(SCC(=O)N(C)CC(=O)Nc2ccc(F)cc2)n1	35	6	3	3	-14	3	i	-4	11	3
COc1ccc(CN2CCN(C(=O)c3ccc(F)cc3)CC2)c(OC)c1	28	1	0	-3	-38	-4	i	1	2	3
COc1ccc(-c2noc(CNC(=O)c3ccc4c(c3)OCO4)n2)cc1OC	6	13	5	2	-42	3	i	-2	16	1
CCOc1ccc(N(CC(=O)NC2CCCCC2)C(=O)CCCC(=O)Nc2ccccn2)cc1	11	-6	4	-1	-7	-3	i	-7	-11	-2
CCc1noc(C)c1C(=O)NNC(=O)COc1ccc(C)c(C)c1	51	-18	/	0	/	/	i	-13	-9	1
CCN(Cc1ccccc1)C(=O)Cn1cnc2c1c(=O)n(C)c(=O)n2C	19	-21	8	1	3	0	i	-11	30	6
CCCn1c(SCC(=O)Nc2cccc(S(=O)(=O)N(C)C)c2)nc2ccccc2c1=O	31	-1	-6	-1	-11	2	i	-1	12	-2
CC(CC(=O)O)C(=O)c1ccc(Cl)c([N+](=O)[O-])c1 (stereo unspecified)	16	2	0	0	23	2	i	-4	-24	0
COc1ccc(/C(C)=N/NC(=O)C(NC(=O)c2ccccc2)c2n[nH]c(=O)c3ccccc23)c(OC)c1 (stereo unspecified)	10	-3	-4	4	5	8	i	-2	18	2
COc1ccc(NC(=O)/C=C/C(=O)O)c(OC)c1	11	21	-6	-3	-25	-1	i	10	0	-3
CC(C)Cc1nnc(NC(=O)CS(=O)(=O)Cc2ccccc2)s1	22	-3	-3	0	-17	3	i	2	-9	3
O=C(c1cc2cc(Br)cc(Br)c2oc1=O)N1CCOCC1	3	1	-7	2	4	0	i	-1	7	2
COC(=O)CSc1cc([N+](=O)[O-])ccc1NC(=O)OC	10	-2	1	-1	-3	-3	i	7	-1	-1
CCOC(=O)c1c(C)[nH]c(C)c1C(=O)CSc1nncs1	20	-2	-10	-6	4	-2	i	-1	6	2
COc1ccc(CNC(=O)C(=O)NCC2OCCN2S(=O)(=O)c2ccc(OC)c(OC)c2)cc1 (stereo unspecified)	29	-4	-1	-1	-8	-4	i	-1	19	0
COc1ccc(CC(=O)OC(C)C(=O)NCc2ccc3c(c2)OCO3)cc1OC (stereo unspecified)	28	3	/	-3	/	/	i	0	23	-2
O=C1NC(c2ccc(F)cc2)Oc2ccccc21 (stereo unspecified)	6	26	2	-1	-45	1	i	13	9	2
Cc1ccc(N2CC(C(=O)N3CCCc4ccccc43)CC2=O)cc1 (stereo unspecified)	-15	18	-1	-5	-12	1	i	-2	-1	3
CCC(C)C(=O)Nc1cc([N+](=O)[O-])ccc1Cl (stereo unspecified)	25	-15	-4	0	-10	-5	i	-4	2	0
NC(=O)C1CCCN(C(=S)NCc2ccc3c(c2)OCO3)C1 (stereo unspecified)	16	3	0	0	-18	1	i	-1	0	-1
Cc1ccc(-n2ncc3c(=O)n(CC#N)cnc32)cc1C	15	-7	6	1	-31	-1	i	3	-8	3
O=C(CSc1nnc(SCc2ccccc2)s1)N/N=C/C=C/c1ccccc1[N+](=O)[O-]	1	29	0	5	-4	0	i	2	-38	0
O=C(c1ccccc1)N(Cc1cccnc1)C1(C(=O)Nc2ccccc2)CCCCC1	25	17	-4	-1	-30	0	i	4	-32	1
Cc1ccc(-c2nc3c(c(=O)c4ccccc4n3C)c(=O)n2Cc2ccco2)cc1	/	39	-3	1	-17	3	i	15	-3	0
CC(C)Oc1ccc(S(=O)(=O)N2CCOCC2)cc1NC(=O)c1cc([N+](=O)[O-])ccc1N1CCOCC1	6	0	/	-2	/	/	i	-3	9	0
Cc1ccc(C(=O)C[n+]2cccc3cc(C)ccc32)cc1	13	-17	2	-6	-11	0	i	-9	1	-2
CCOc1cc(C2NC(=O)CCC2[N+](=O)[O-])cc(Br)c1OCC (stereo unspecified)	18	-12	5	-2	-16	-1	i	-11	-8	-4
CCOc1ccc(Cc2nnc(SCC(=O)c3ccc(OC)cc3)o2)cc1	17	11	2	-2	-8	-2	i	6	3	1
COc1ccc(/C=N/NC(=O)c2ccc(N(C)S(=O)(=O)c3ccccc3)cc2)c(OC)c1	10	58*	-2	-2	-49	-5	i	9	-24	-3
CCOc1ccc(C(=O)NCc2cccs2)cc1	22	30	0	0	-42	-1	i	13	-105	0
Cn1nc(OCCOc2ccccc2)ccc1=O	3	21	-4	-1	-5	0	i	0	-6	-6
Cc1ccnc(NC(c2cccnc2)c2ccc3cccnc3c2O)c1 (stereo unspecified)	36	-29	-2	-5	6	8	i	-24	-9	-3
CCOCCCN1C(=O)CN(C2CCCCCC2)C(=O)C1c1ccc(OC)cc1 (stereo unspecified)	17	-5	12	-2	-34	2	i	-9	-3	3
Cc1cc(C(=O)CSc2nnc(-c3ccccc3F)o2)c(C)n1Cc1cccs1	20	2	1	-1	6	4	i	-5	-9	4
CCC(C)[C@H](NC(=O)[C@H](Cc1ccccc1)n1c(=O)[nH]c2ccccc2c1=O)C(=O)NCC1CCC(C(=O)O)CC1 (stereo partly specified)	19	0	-2	-2	-17	-4	i	6	-2	2
O=C(NC(=S)Nc1ccc(F)cc1)C1CCCCC1	0	37	-2	-3	-88	-2	i	13	-63	0
CCCCCNC(=O)C1c2ccccc2Oc2ccccc21	5	-1	-3	1	-21	-3	i	-9	22	0
COC(=O)C(N)Cc1ccc(O)cc1 (stereo unspecified)	7	21	2	-2	-17	1	i	5	-5	0
Cc1[nH]c2ccccc2c1C(=O)COC(=O)c1cccc(S(=O)(=O)N2CCCCC2)c1	4	-11	5	-2	-34	3	i	-1	24	0
COc1cccc(-n2nnnc2SCC(=O)Nc2ccc3c(c2)OCCO3)c1	/	-20	-6	-1	-33	-1	i	2	3	/
O=C(Nc1nc(-c2cccs2)cs1)C1=COCCO1	17	39	5	0	-89	-2	i	18	-173	-4
Cc1ccc2c(C)c(C(=O)N3CCCCC3CO)oc2c1C (stereo unspecified)	4	10	0	0	-26	-6	i	9	-34	1

New compounds follow.
SMILES	AI-2 QS modul	HSF1 activator	IEC-6 tox	GSK3 alpha inh	KLF5 inh	HSP90 inh	PolyA inh	HSF1 inhib	aSyn UTR inh	GSK3B inh
CC(=O)NC1C(=O)N=C(SCC(=O)Nc2ccc(C(F)(F)F)cc2Cl)NC1=O (stereo unspecified)	18	-4	11	-6	-36	-9	i	6	-23	2
S=C(Nc1ccccc1)Nc1cc(Cl)ccc1Oc1ccccc1	17	15	-5	-2	-68	-1	i	1	12	0
Cn1nnnc1SCC(=O)NC(C)(C)C	24	/	5	-4	-3	1	/	/	/	2
CCn1cc(CNC(=O)c2ccc3nc(Cc4ccccc4F)oc3c2)cn1	1	-1	17	0	-15	6	i	3	-40	3
CN(C(=O)c1ccncc1)C1CC(C)(C)N(O)C(C)(C)C1	25	-8	3	-2	1	1	i	-12	-18	1
O=C1c2ccccc2C(=O)c2c1cccc2N1CCOCC1	24	-38	4	13	-29	6	i	-31	-33	-5
O=C(CCn1c2c(c3ccccc31)CCCC2)NNC(=O)c1ccccc1Cl	7	2	-7	-2	6	1	i	1	-11	2
CCn1c(C)nc2cc(C(=O)NNC(=S)Nc3ccccc3Cl)ccc21	13	-43	-4	-3	-160	-5	i	-34	-110	1
O=S1(=O)CCOC[C@H](Cc2ccccc2)N1Cc1cccc(F)c1	18	0	/	-9	/	/	i	1	8	-1
CCOC(=O)c1ccc(N/C(=N\S(=O)(=O)c2ccc(F)cc2F)c2ccccc2)cc1	16	0	-4	-2	-3	0	i	-10	-48	1
CC(Oc1ccc(Cl)cc1)C(=O)N/N=C/c1ccsc1 (stereo unspecified)	7	4	-7	-3	5	-3	i	1	9	-23
CCCn1c(SCC(=O)NC2CC2)nnc1-c1cccs1	12	-2	0	0	-15	-2	i	-5	20	1
CCOC(=O)c1ccc(N2Cc3ccccc3C2=NC(=O)c2cccc([N+](=O)[O-])c2)cc1	26	68*	/	5	/	/	i	30	-212	1
CCOC(=O)c1[nH]c(C)c(C(=O)OCC(=O)N2c3ccccc3CC2C)c1C (stereo unspecified)	11	9	2	-4	-2	0	i	8	28	-2
O=C(CNC(=O)c1cccs1)N/N=C/c1ccco1	17	9	0	0	-18	-1	i	-5	-125	1
O=C(NCc1cccnc1)c1ccc(NS(=O)(=O)c2ccccc2)cc1	-8	2	6	0	6	0	i	-3	-4	-1
CCOc1ccsc1C(=O)NNC(=O)c1ccco1	-1	-9	1	2	-31	0	i	-2	5	0
N#Cc1c2ccc(OCC(=O)NCc3ccco3)cc2n2ccccc12	7	2	0	4	-3	5	i	2	10	2
Cc1cccc(OCCCSc2nc3ccccc3[nH]2)c1	16	-4	-9	0	-13	-3	i	2	-3	3
COc1ccc(-c2c3c(nc4sc(C(=O)Nc5ccccc5)c(N)c24)CCC3)cc1	27	14	2	-3	-120	-4	i	19	-128	3
CN(C(=O)C1CCN(S(=O)(=O)c2cccs2)CC1)C1CCCCC1	12	-6	-4	0	-25	3	i	1	0	3
